From PubChem BioAssay
TbREL1 inh: TbREL1 inhibition, primary screen. AID 1117264. inhibition, % at 9.66 µM. TbREL1 RNA ligation, FRET fluorescence. hit rate 0.49% among 89,000. P86926;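 active = inhibition above the mean inhibition across all screened compounds plus 3 SD, cut at about 11% in these data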;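 note: 0% = plate median of test wells and 100% = NSC42067 control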
Target sequence (P86926 whole entry, looked up): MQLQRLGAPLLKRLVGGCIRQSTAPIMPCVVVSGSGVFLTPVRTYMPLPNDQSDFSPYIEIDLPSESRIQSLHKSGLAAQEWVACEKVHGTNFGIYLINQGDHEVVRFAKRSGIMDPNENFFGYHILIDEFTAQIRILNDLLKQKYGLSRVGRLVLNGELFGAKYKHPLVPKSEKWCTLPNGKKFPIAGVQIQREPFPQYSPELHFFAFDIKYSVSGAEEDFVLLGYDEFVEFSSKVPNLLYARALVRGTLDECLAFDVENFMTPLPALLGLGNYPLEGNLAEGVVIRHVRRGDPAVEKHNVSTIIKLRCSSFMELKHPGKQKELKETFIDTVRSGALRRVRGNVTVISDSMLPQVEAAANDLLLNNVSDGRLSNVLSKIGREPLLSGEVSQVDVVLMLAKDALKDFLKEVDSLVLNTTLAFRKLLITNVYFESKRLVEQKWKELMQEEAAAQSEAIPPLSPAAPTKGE
Starred values were filed as active, the others as inactive. This is a subset. The share of hits here may be higher or lower than overall.

| Compound | TbREL1 inh |
| --- | --- |
| Cc1ccc(C(=O)NCC(=O)OCC(=O)N2CC(C)OC(C)C2)cc1 (stereo not drawn) | 1 |
| Cc1ccc(OCCCN2CCC(C(O)(c3ccccc3)c3ccccc3)CC2)cc1 | 9 |
| COc1ccc(/C=N/NC(=O)c2cccc(NC(=O)c3ccccc3Cl)c2)cc1 | 2 |
| CCc1nnc(NC(=O)NC(C)(C)C)s1 | -2 |
| CC(OC(=O)CC1CCCC1)C(=O)Nc1ccc(S(N)(=O)=O)cc1 (stereo not drawn) | -2 |
| Cc1sc2ncnc(N(C)CCc3ccccn3)c2c1C | 6 |
| CCCCNc1c(-c2ccc(Sc3ccc(OC)cc3)cc2)nc2cc(C)ccn12 | 0 |
| CCN(CC)C(=O)c1[nH]cnc1C(=O)N[C@H](C)c1ccccc1 | -2 |
| CC1(C)OC(=O)C2=C(C[C@@H](C3CCCCC3)O[C@H]2c2ccc(F)cc2)O1 | -3 |
| CCCNC(=O)C1(CC2CC(c3ccccc3)=NO2)CCN(C(=O)C2(C)CC2)CC1 (stereo not drawn) | 1 |
| COc1ccc(NC(=O)CSc2nc3c(cc2C#N)CN(C)CC3)cc1 | 4 |
| O=C(O)CCN1C(=O)/C(=C/c2ccc(F)cc2F)SC1=S | -3 |
| CN(Cc1ccccc1)C(=O)CCS(=O)(=O)c1ccc2c(c1)n(C)c(=O)c(=O)n2C | 5 |
| Cn1c(=O)c2c(nc(SCc3ccc(F)cc3)n2C)n(C)c1=O | -1 |
| CCOC(=O)c1c(C)c(C(=O)NCc2ccccc2OC)c(C)n1C | -4 |
| NC(=O)c1ncn([C@@H]2O[C@H](C(=O)N[C@H](Cc3ccccc3)C(=O)N3CCN(c4ccc(Cl)cn4)CC3)[C@@H](O)[C@H]2O)n1 | -1 |
| CN(C)CCN(C(=O)c1ccc(Br)s1)c1nc2cc3c(cc2s1)OCCO3 | 1 |
| CC(=O)Nc1ccc(S(=O)(=O)N[C@@H](C)C(=O)OCC(=O)c2ccc(C)cc2)cc1 | -1 |
| O=[N+]([O-])c1ccc(Nc2ccccc2F)nc1 | 2 |
| CCOC(=O)c1cnc2nc(Cc3ccccc3)[nH]n2c1=O | 4 |
| N#C[C@@H]1N(Cc2ccccc2)C(=O)[C@H]2CC3C=CC21O3 (stereo partly drawn) | 0 |
| O=C(Cc1nc2ccccc2[nH]1)c1ccc([N+](=O)[O-])cc1 | -5 |
| [O-]c1n[n+](-c2ccc(Cl)cc2)cc2ccccc12 | 0 |
| O=C(COC(=O)c1cccc(S(=O)(=O)N2CCOCC2)c1)Nc1ncc(Cl)cc1Cl | -1 |
| COc1ccc(-n2cc(-c3ccccc3)[nH]c2=S)cc1 | 3 |
| Cc1cc(NC(=O)Nc2ccccc2)n(-c2ccccc2)n1 | -3 |
| CCOC(=O)n1c(=O)n(Cc2cccc(C)c2)c2ccccc21 | 2 |
| COc1ccc(Cn2c(-c3ccco3)nc3oc4ccccc4c(=O)c3c2=O)cc1 | -1 |
| COc1cc(CCCN2CCNC[C@@H]2c2ccccc2)cc(OC)c1OC | -2 |
| COc1ccc(CNC(=O)c2sc(=O)n(Cc3ccc(C)cc3)c2C)cc1 | -3 |
| CCC(C)c1ccc(NC(=O)CN(C)CC(=O)Nc2cccc(OC)c2)cc1 (stereo not drawn) | 0 |
| C=CCOC(=O)C1=C(C)Nc2nc3ccccc3n2C1c1ccncc1 (stereo not drawn) | 0 |
| COC(=O)CCCNC(=O)c1ccc(S(=O)(=O)NCc2ccco2)cc1 | 0 |
| NC(=O)CCCc1nc(-c2ccccc2Cl)no1 | 0 |
| O=C1CCC[C@@H]2CC(Nc3ccc(F)cc3F)C[C@@H]3CCN1[C@H]23 (stereo partly drawn) | -1 |
| CCn1c(=O)cc(O)c2c(=O)n(C)c(=O)n(C)c21 | 1 |
| COc1ccc(NC(=O)c2ccccc2Oc2ccccc2)cc1 | 1 |
| O=C(Nc1cc(S(=O)(=O)N2CCOCC2)ccc1N1CCOCC1)c1cn2ccccc2n1 | -1 |
| O=C(Nc1ccc(CN2CCCCC2)cc1)c1ccc2c(c1)OCO2 | 0 |
| Cc1ccc(S(=O)(=O)N2CCC(C(=O)OCC(=O)N3CCCC(C)C3)CC2)cc1C (stereo not drawn) | 0 |
| Cc1cc(C)c(S(=O)(=O)n2ccc(-c3ccc(OCCN(C)c4ccccn4)cc3)n2)c(C)c1 | 5 |
| C=CCn1c(COc2ccccc2)nnc1SCC(=O)NCC(=O)OCC | -2 |
| CCOC(=O)c1ccc(NC(=O)C2CCC(CNc3c(N4CCOCC4)c(=O)c3=O)CC2)cc1 (stereo not drawn) | -1 |
| CC(=O)N1CCc2c(sc(NC(=O)c3ccc(S(=O)(=O)N(C)C)cc3)c2C#N)C1 | 1 |
| CCN(CC)S(=O)(=O)c1ccc(-c2nnco2)cc1 | 1 |
| COc1ccc(Cl)cc1C(=O)NC(=S)Nc1cc(-c2nc3ccccc3[nH]2)ccc1C | -1 |
| CN(C(=O)Cn1nnc(-c2cccc(C(F)(F)F)c2)n1)C1CCCCC1 | 1 |
| CCOC(=O)c1ccc(COC(=O)c2cc(=O)[nH]c3ccccc23)o1 | 2 |
| CCCCC(CC)C(=O)NCCc1ccc(S(N)(=O)=O)cc1 (stereo not drawn) | 4 |
| CCc1cc2cc(C)cc(C)c2[nH]c1=S | 0 |
| COc1ccc(C2SCCN2C(=S)Nc2ccc(Cl)cc2)cc1 (stereo not drawn) | 0 |
| CC(C)CCNC(=O)CN(Cc1ccccc1Cl)C(=O)CCC(=O)Nc1ccccn1 | 0 |
| C/C(CC(=O)Nc1ccc(Cl)cc1C(F)(F)F)=N\NC(=O)c1ccccn1 | -4 |
| CC(=O)Nc1ccc(NC(=O)Cn2c(=O)n(-c3ccccc3)c(=O)c3oc4ccccc4c32)cc1 | -1 |
| COc1ccc(OCC(=O)OCC(=O)Nc2ccc(S(=O)(=O)N3CCCCC3)cc2)cc1 | 6 |
| COc1ccc(-c2nnc(Nc3ccc(S(=O)(=O)Nc4nccs4)cc3)c3ccccc23)cc1 | -3 |
| CCOC(=O)[C@H]1[C@H]2COc3cc(OC)ccc3[C@@H]2N2C(=O)c3cc(OC)c(OC)cc3NC(=O)[C@@]12C | 9 |
| CCOc1ccccc1NC(=O)C1CCCN(S(=O)(=O)c2ccc3c(c2)C(C)(C)C(=O)N3C)C1 (stereo not drawn) | 0 |
| O=C(CCc1ccccc1)Nc1ccccc1[N+](=O)[O-] | -1 |
| COc1ccc(OCc2cc(C(=O)NCCCc3ccccc3)no2)c(Cl)c1 | 1 |

The list continues:
| Compound | TbREL1 inh |
| --- | --- |
| O=C(Nc1ccc(S(=O)(=O)N2CCOCC2)cc1)c1ccc(=O)[nH]c1 | -2 |
| COc1ccc(C2/C(=C(/O)c3cnn(-c4ccccc4)c3C)C(=O)C(=O)N2CCN(C)C)cc1OC (stereo not drawn) | -5 |
| Cc1ccc(-n2c(C)cc(/C([O-])=C(/C(=S)Nc3ccc(F)c(Cl)c3)[n+]3ccccc3)c2C)cc1 | -3 |
| O=C(c1cccs1)n1ccc2ccc(-c3ccc4ccn(C(=O)c5cccs5)c4c3)cc21 | 2 |
| Cn1c(CCCCCN)nc2ccccc21 | 6 |
| CCCC#Cc1cnc2c(c1)C(=O)N([C@H](C)CO)C[C@H](C)[C@@H](CN(C)C(=O)CCN1CCCCC1)O2 | 2 |
| CCOC(=O)c1ccc(S(=O)(=O)N2CCN(CC3CC=CCC3)CC2)cc1 (stereo not drawn) | -3 |
| CCOC(=O)c1cc(NC(=O)Nc2ccc(OC)c(OC)c2)c(C)nc1C | -3 |
| COC(=O)c1ccccc1NC(=O)CCC(=O)N1CCSc2ccccc21 | -4 |
| O=C(COc1ccc(Cl)cc1)Nc1nnc(S(=O)(=O)N2CCCCCC2)s1 | -1 |
| Cc1ccc2[nH]cc(C(=O)CN3CCN(C)CC3)c2c1 | 5 |
| O=C(CCn1nc(-c2ccc(Cl)cc2)ccc1=O)N1CCOCC1 | -3 |
| CSc1nc(-c2ccccc2)nc(C(Cl)Cl)n1 | 1 |
| CN(CC(=O)Nc1c(Cl)cccc1Cl)C(=O)CCC1CCCC1 | 6 |
| Cc1cc(C(=O)N/N=C/c2ccccc2Br)no1 | 6 |
| Cc1ccc(-c2nc(-c3ccccc3)no2)cc1 | 1 |
| Cc1ccc(CSCCNC(=O)CSCc2ccc([N+](=O)[O-])cc2)cc1 | 1 |
| CCOC(=O)CNC(=O)CSc1ncnc2c1cnn2-c1ccc(C)cc1 | 1 |
| O=C(CN1CCCC1)Nc1cccc(Cl)c1 | 2 |
| O=C(COc1ccc(Br)cc1)Nc1nc(-c2cccnc2)cs1 | 3 |
| C[C@@H]1CCC(=O)N(CC[C@H](N=[N+]=[N-])c2ccccc2)CC1 | -1 |
| COP(=O)(CC(=O)OC(C)(C)C)C(CC(C)C)NC(=O)OCc1ccccc1 (stereo not drawn) | -3 |
| COCCNC(=O)c1cc(-c2ccc(OC)c(OC)c2)on1 | -1 |
| CCCc1cc(=O)oc2c(CN3CCCC3)c(O)ccc12 | -1 |
| CN1OC[C@@H]2CN(C(=S)NCCc3ccccc3)[C@H](c3ccccc3Br)C[C@@H]21 | -8 |
| C[C@@H](C(=O)NCc1ccccc1)[C@@H]1C[C@@]1(C)[C@@H](NC(=O)OCc1ccccc1)c1ccccc1 | -1 |
| CCc1ccc(-c2n[nH]nc2C2=CC(=O)C[C@H](c3ccc(F)cc3)C2)cc1 | 2 |
| CCCN1C(=O)CC(=O)N=C1SCC(=O)Nc1ccccc1F | -5 |
| O=C(COC(=O)CNC(=O)c1ccc([N+](=O)[O-])o1)Nc1ncc(Cl)cc1Cl | -1 |
| COc1ccc(C(=O)Nc2ccc(C(=O)N3CCOCC3)cc2)cc1OC | 2 |
| O=C(Nc1ccc(N2CCN(C(=O)c3ccco3)CC2)cc1)c1cccs1 | 1 |
| COc1ccc(C(C(=O)Nc2ccc(C(C)C)cc2)N(Cc2ccco2)C(=O)CC2NC(=O)NC2=O)cc1 (stereo not drawn) | -2 |
| CCn1cc(C(=O)NCC(C)C)c(=O)c2cc(F)c(N3CCN(C(=O)c4ccco4)CC3)cc21 | 1 |
| Cc1cc(OCC(=O)Nc2ccncc2)c(C)cc1Br | -1 |
| CCCOc1ccc(/C(O)=C2/C(=O)C(=O)N(c3cc(C)on3)C2c2ccc(C(=O)OC)cc2)cc1 (stereo not drawn) | -2 |
| COc1ccc(C)cc1S(=O)(=O)Nc1ccc(-n2c(C)nc3ccccc3c2=O)cc1 | -1 |
| CC(=O)N1CCN(c2nc(CC(C)C)c3c(c2C#N)CCC3)CC1 | -4 |
| CC1CCCCN1C(=O)CSc1nnc(Cc2ccccc2)n1C (stereo not drawn) | -2 |
| Cc1ccc(S(=O)(=O)n2nccc2-c2c(-c3ccccc3)noc2C)cc1 | 0 |
| Cc1ccc(S(=O)(=O)Oc2ccccc2N2C(=O)C3CC=CCC3C2=O)cc1 (stereo not drawn) | -2 |
| Cc1ccc(NP(=O)(c2ccc(N(C)C)cc2NC(=O)c2cccs2)N2CCOCC2)cc1 (stereo not drawn) | -2 |
| CCN(c1ccccc1)S(=O)(=O)c1cccc(C(=O)NCc2cccnc2)c1 | -1 |
| COc1ccccc1CNC(=O)C(=O)NCCC1CCCCN1S(=O)(=O)c1cccs1 (stereo not drawn) | 1 |
| O=C(N[C@H](C(=O)N1CCC[C@H]1C(=O)NCc1ccccc1)c1ccccc1)C1CCCC1 | -4 |
| CCOc1ccc([C@@H]2CC=C(C(=O)O)[C@H](c3ccc(Cl)cc3)N2S(=O)(=O)c2ccc(C)cc2)cc1 | -1 |
| CO/N=C1\CCn2c1c(C)c1ccccc12 | 4 |
| COc1cccc(C(=O)NN2CC(O)=C(c3nc(C)cs3)C2=N)c1 | -1 |
| COc1ccc(/C=C/C(=O)Nc2cc(S(=O)(=O)N3CCOCC3)ccc2N2CCCC2)cc1OC | -4 |
| COc1ccccc1C(=O)NCC(=O)NCCC(c1ccccc1)c1ccccc1 | -5 |
| CN(Cc1ccon1)C(=O)CC1C(=O)NCCN1Cc1cccc(Oc2ccccc2)c1 (stereo not drawn) | -3 |
| COc1ccccc1/C=N/NC(=O)CC(=O)NCc1cccnc1 | 0 |
| Cc1ccc(N(C)S(=O)(=O)c2cccc(C(=O)Nc3nnc(C4CC4)s3)c2)cc1 | 2 |
| Cc1cc(N2CCC(C)CC2)nc2ccc(N3C(=O)CCC3=O)cc12 | 1 |
| CCn1cc(C(=O)OCC(=O)Nc2cccc(Cl)c2Cl)c(=O)c2ccc(C)nc21 | 2 |
| Cc1c(C(=O)N2CCN(c3ccccc3)CC2)oc2c(F)cccc12 | 1 |
| O=C(NCCCc1ccccc1)N1CCOCC1 | -1 |
| CN(C(=O)c1ccccc1C(=O)OCC(=O)c1ccc(F)c(F)c1)C1CCCCC1 | 12* |
| CO[C@H]([C@H](C)/C=C/N(C)C=O)[C@@H](C)C(=O)CC[C@H](C)[C@H](O)[C@H](C)[C@H]1OC(=O)/C=C/C(C)=C/C[C@H](O)C[C@@H]2C=CC[C@@H](C[C@H](OC)C(C)(O)[C@@H](OC)C[C@@H](OC)[C@@H]1C)O2 (stereo partly drawn) | -8 |
| O=C(Nc1cccc(C(=O)N2CCCC2)c1)C1CCCC1 | -2 |
| Cc1cccc(NC(=S)NC2CC3CCCC(C2)N3Cc2ccccc2)c1C (stereo not drawn) | 5 |

Later entries:
| Compound | TbREL1 inh |
| --- | --- |
| O=C(NNC(=O)c1ccccc1F)c1ccco1 | 1 |
| CC(C)CC(=O)Nc1nc(-c2ccc(S(=O)(=O)N3CCOCC3)cc2)cs1 | 0 |
| CS(=O)(=O)N1Cc2ccccc2CC1C(=O)O (stereo not drawn) | -2 |
| COc1cccc(C(=O)N2CCN(C3CCC(c4ccccc4)CC3)CC2)c1OC (stereo not drawn) | -2 |
| Cc1noc(C)c1C(=O)NCc1ccccc1 | 5 |
| C[n+]1cccc(C(=O)N/N=C/c2ccc3c(c2)OCO3)c1 | -9 |
| CSc1ccccc1NC(=O)c1cnc2sc(C)cn2c1=O | -1 |
